Bioassay records as filed in PubChem BioAssay.
STK33 inh = inhibitors of human STK33 kinase; Q9BYT3; purified STK33, MBP phosphorylation, ADP-Glo luminescence; 320,000 tested, 0.073% active; inhibition, % at 10 µM;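 active means inhibition at or above 25%, using the most active replicate where run in duplicate; inactive means inhibition below 25%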
Target sequence (Q9BYT3 whole entry, looked up): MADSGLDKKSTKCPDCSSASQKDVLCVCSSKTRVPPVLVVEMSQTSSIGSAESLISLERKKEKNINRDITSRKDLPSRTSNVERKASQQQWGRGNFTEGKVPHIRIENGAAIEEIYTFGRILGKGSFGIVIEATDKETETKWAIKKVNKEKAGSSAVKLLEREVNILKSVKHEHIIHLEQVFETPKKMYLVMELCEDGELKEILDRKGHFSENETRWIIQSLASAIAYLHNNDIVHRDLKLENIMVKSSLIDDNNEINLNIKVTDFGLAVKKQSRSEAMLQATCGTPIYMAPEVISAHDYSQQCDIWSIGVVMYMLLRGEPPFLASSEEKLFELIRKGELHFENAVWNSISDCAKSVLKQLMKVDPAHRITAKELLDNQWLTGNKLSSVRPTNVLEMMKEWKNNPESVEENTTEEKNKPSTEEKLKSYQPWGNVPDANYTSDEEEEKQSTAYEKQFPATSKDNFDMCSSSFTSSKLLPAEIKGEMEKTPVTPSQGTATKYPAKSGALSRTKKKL
* marks the source's active call; other numbers are inactive results. Not all compounds are listed; count on the stated rates, not on these rows.

Results for Cc1ccc2c(c1)-n1c(nc3ccc(Cl)cc3c1=O)C(CC(C)C)NC2=O (configuration not stated) ?
STK33 inh: -0.5

What do the screens show for `COc1ccc(C(CNC(=O)c2oc3ccccc3c2C)N2CCCC2)cc1` (configuration not stated)?
STK33 inh: -0.5

How did Cc1onc(-c2ccccc2)c1C(=O)NCCCc1ccccc1 do in these assays?
STK33 inh: -0.1

What do the screens show for `CCCCN1C(=N)N([C@@H](C)CN2CCC[C@H]2CN2C(N)=NC[C@@H]2Cc2ccccc2)C[C@H]1Cc1ccccc1`?
STK33 inh: -0.1

Results for CN(C(=O)COC(=O)Cc1c(Cl)cccc1Cl)C1CCS(=O)(=O)C1 (configuration not stated) ?
STK33 inh: -0.7

Results for COc1cc(Cl)c(C)cc1NC(=O)CC1SC(N2CCOCC2)=NC1=O (configuration not stated) ?
STK33 inh: 1.6

How did COc1cccc(CC(=O)OCC(=O)NCCc2ccc(F)cc2)c1 do in these assays?
STK33 inh: -0.2

What do the screens show for `CC1CCCCC1NC(=O)COC(=O)CN1C(=O)c2ccccc2C1=O` (configuration not stated)?
STK33 inh: 0.6

How did Cc1ccc(NC(=O)CN(C)C(=O)COc2cccc3ccc(C)nc23)cc1 do in these assays?
STK33 inh: -1.1

What do the screens show for `Oc1ccc(C23CCCC2C2(CCCC2)c2ccc(O)cc2O3)c(O)c1` (configuration not stated)?
STK33 inh: 1.7

How did CC(C)(C)OC(=O)NCCCCCNC(=O)c1[nH]cnc1C(=O)N[C@@H](Cc1ccccc1)C(=O)OC(C)(C)C do in these assays?
STK33 inh: -0.7

How did N#Cc1ccc(OCC(=O)N2CCN(S(=O)(=O)c3ccc(Cl)s3)CC2)cc1 do in these assays?
STK33 inh: -0.9

How did O=c1[nH]c2ccc(Cl)cc2c(-c2ccccc2)c1CN1CCOCC1 do in these assays?
STK33 inh: 1.5

Results for Fc1ccc(CN2CCCCCCC2)c(F)c1 ?
STK33 inh: -0.4

How did CCOC(=O)c1ccc(S(=O)(=O)N2CCC(C(=O)NCc3ccccc3OC)CC2)cc1 do in these assays?
STK33 inh: -1.6

Results for Nc1c(N(CCCO)C(=O)C2CCCCC2)c(=O)[nH]c(=O)n1Cc1ccccc1 ?
STK33 inh: -0.6

How did Nc1ncnc2c1ncn2[C@@H]1O[C@H](CN=C2NS(=O)(=O)c3ccccc32)[C@@H](O)[C@H]1O do in these assays?
STK33 inh: -0.1

Results for COc1ccc2c(c1)OC[C@H]1[C@H]2N2C(=O)c3cc(Cl)ccc3NC(=O)[C@@]2(C)[C@H]1c1ccccc1 ?
STK33 inh: -1.3

How did Cc1cn(S(=O)(=O)c2ccc(Br)c3ccccc23)cn1 do in these assays?
STK33 inh: 1.7

How did Cc1cccc(OCC(=O)OCC(=O)N2CCCc3ccccc32)c1C do in these assays?
STK33 inh: -1.2

What do the screens show for `CNC[C@@H]1Oc2ccc(NC(=O)Nc3c(C)noc3C)cc2CC(=O)N([C@H](C)CO)C[C@H]1C`?
STK33 inh: -1.2

How did COc1ccc(C)cc1NC(=O)c1ccc2c(c1)C(=O)N(Cc1ccncc1)C2=O do in these assays?
STK33 inh: -0.5

What do the screens show for `O=C(COC(=O)CNS(=O)(=O)c1cccc(Br)c1)NC(=O)Nc1ccc2c(c1)OCCO2`?
STK33 inh: 0.3

Results for CCN(C(=O)CN1C(=O)NC(CCSC)C1=O)C1CCS(=O)(=O)C1 (configuration not stated) ?
STK33 inh: -1.0

What do the screens show for `C=CC[C@@H](CC(=O)N[C@H](CO)Cc1ccccc1)C(=O)N[C@H](COC(=O)[C@@H](CC=C)CC(=O)OC(C)(C)C)Cc1c[nH]c2ccccc12`?
STK33 inh: -0.6

How did CSc1ccccc1NC(=O)CN(C)CC(=O)c1[nH]c(C)c(C(C)=O)c1C do in these assays?
STK33 inh: 1.0

What do the screens show for `COc1ccc(N2CCN(C(=O)COC(=O)CCc3ccccc3)CC2)cc1`?
STK33 inh: -0.8

What do the screens show for `N/C(=N\c1nc2ccccc2o1)NC(=O)c1ccccc1NC(=O)c1ccccc1`?
STK33 inh: -1.1

What do the screens show for `COc1ccc(C(=O)Nc2cccc(-c3cc4ccccc4oc3=O)c2)cc1[N+](=O)[O-]`?
STK33 inh: -4.7

What do the screens show for `NS(=O)(=O)c1ccc(CCNC(=O)CCC(=O)c2cccs2)cc1`?
STK33 inh: 0.2

What do the screens show for `CCOC(=O)Cc1csc(SCC(=O)NC2CCS(=O)(=O)C2)n1` (configuration not stated)?
STK33 inh: -1.2

Results for Cn1nnnc1Sc1ncnc2scc(-c3ccc(-c4ccccc4)cc3)c12 ?
STK33 inh: -0.8

Results for Cc1ccc(C(C)NC(=O)CSc2ccc(S(=O)(=O)N3CCOCC3)cn2)cc1C (configuration not stated) ?
STK33 inh: 0.6

What do the screens show for `O=C(CSc1ccccc1C(=O)O)Nc1ccc2c(c1)OCO2`?
STK33 inh: 0.2

What do the screens show for `C[C@H](CO)N1C[C@H](C)[C@@H](CN(C)C(=O)NC2CCCCC2)Oc2ccc(NS(=O)(=O)c3ccccc3)cc2C1=O`?
STK33 inh: -0.8

How did O=C(NCC1CCCO1)c1cc(S(=O)(=O)N2CCCCC2)ccc1Cl (configuration not stated) do in these assays?
STK33 inh: -1.6

What do the screens show for `COc1ccc(Cl)cc1NCC(=O)Nc1ccc(OC)c(S(=O)(=O)N2CCCCC2)c1`?
STK33 inh: 1.2

What do the screens show for `CC(=O)N1CCN(C(=O)CCNS(=O)(=O)c2ccccc2)CC1`?
STK33 inh: -1.6

How did COC(=O)c1ccc(NC(=O)CNC(=O)c2sc3ccccc3c2Cl)cc1 do in these assays?
STK33 inh: 2.3

Results for Cn1c(=O)c(C(=O)COC(=O)c2cc(C3CC3)nc3ccccc23)c(N)n(Cc2ccccc2)c1=O ?
STK33 inh: 0.3

Compounds from the list above with an aryl thioether with sulfur outside any ring, in the order listed:
How did CSc1ccccc1NC(=O)CN(C)CC(=O)c1[nH]c(C)c(C(C)=O)c1C do in these assays?
STK33 inh: 1.0

What do the screens show for `CCOC(=O)Cc1csc(SCC(=O)NC2CCS(=O)(=O)C2)n1` (configuration not stated)?
STK33 inh: -1.2

Results for Cn1nnnc1Sc1ncnc2scc(-c3ccc(-c4ccccc4)cc3)c12 ?
STK33 inh: -0.8

Results for Cc1ccc(C(C)NC(=O)CSc2ccc(S(=O)(=O)N3CCOCC3)cn2)cc1C (configuration not stated) ?
STK33 inh: 0.6

What do the screens show for `O=C(CSc1ccccc1C(=O)O)Nc1ccc2c(c1)OCO2`?
STK33 inh: 0.2

Next section
What do the screens show for `C[C@H](CO)N1C[C@H](C)[C@@H](CN(C)S(=O)(=O)c2cccs2)Oc2ccc(NC(=O)Nc3ccc4c(c3)OCO4)cc2C1=O`?
STK33 inh: 0.6

How did COc1ccc(C2(c3ccc(OC)cc3)NC(=O)N(CC(=O)N(C)C3CCC(C)CC3)C2=O)cc1 (configuration not stated) do in these assays?
STK33 inh: -1.1

What do the screens show for `COc1ccc(NC(=O)CN(C)C(=O)C2CSC3(C)CCC(=O)N23)cc1` (configuration not stated)?
STK33 inh: -1.0

Results for COc1ccc2c(c1)OC[C@H]1[C@@H]2N2C(=O)CNC(=O)[C@@]2(C)[C@H]1c1ccccc1 ?
STK33 inh: 0.1

What do the screens show for `O=C(CNC(=O)c1ccc(Cl)cc1Cl)OC1CCCCC1=O` (configuration not stated)?
STK33 inh: -1.2

What do the screens show for `Cc1ccc(C(=O)OC(C)C(=O)N(C)C2CCCCC2)cc1S(=O)(=O)N1CCCCC1` (configuration not stated)?
STK33 inh: -1.3

Results for COc1cccc(-n2cnnc2SC(C)C(=O)NC2CCCC2)c1 (configuration not stated) ?
STK33 inh: -0.3

What do the screens show for `CCN(c1ccc(OCC(=O)OCC(=O)Nc2ccc(F)c(F)c2F)cc1)S(=O)(=O)c1ccccc1`?
STK33 inh: 0.8

How did Cc1ccc(S(=O)(=O)N2CCOCC2)cc1C(=O)OCC(=O)N1CCCC1=O do in these assays?
STK33 inh: 1.1

What do the screens show for `CC1(C)CC(=O)C=C(c2cccc3c2sc2ccccc23)C1`?
STK33 inh: 0.8

How did c1ccc(Cn2cc(-c3ccccc3)cn2)cc1 do in these assays?
STK33 inh: 0.2

How did Cc1ccc(NC(=O)c2ccc(=O)[nH]c2)cc1S(=O)(=O)N1CCCCCC1 do in these assays?
STK33 inh: 0.2

How did O=C(CNC(=O)C1CCCCC1)OCC(=O)c1cccc(Cl)c1 do in these assays?
STK33 inh: 0.8

Results for CC(C)Oc1ccc(C(=O)OCC(=O)NC(=O)NC2CCCC2)cc1 ?
STK33 inh: 0.5

What do the screens show for `CCOC(=O)C1=C(c2cccc(Oc3ccccc3)c2)NC(=S)NC1C` (configuration not stated)?
STK33 inh: 0.1

Results for O=C(Nc1ccon1)c1nc[nH]c1C(=O)NCc1ccccc1 ?
STK33 inh: -0.8

What do the screens show for `N#Cc1ccccc1S(=O)(=O)N1CCC(C(=O)NCc2ccccc2CN2CCCC2)CC1`?
STK33 inh: -0.5

Results for CCOc1ccc2oc(C(=O)NCc3ccccc3CN3CCCC3)c(C)c2c1 ?
STK33 inh: -0.3

What do the screens show for `CCCCOc1ccc(C(=O)NCC(=O)NCCOc2ccc(C)cc2)cc1`?
STK33 inh: -0.4

How did Cc1ccc2c(c1)CCCN2CC(=O)Nc1cccc(S(=O)(=O)N2CCCC2)c1 do in these assays?
STK33 inh: 5.6

How did Cc1ccc(S(=O)(=O)N2CCCCC2)cc1NC(=O)CSc1nc(N)cc(=O)[nH]1 do in these assays?
STK33 inh: -1.6

How did C[C@H](CO)N1C[C@H](C)[C@@H](CN(C)Cc2ccc(-c3ccccc3)cc2)Oc2c(NC(=O)Nc3ccc(C(F)(F)F)cc3)cccc2C1=O do in these assays?
STK33 inh: 0.0

How did CCN(C[C@H]1N[C@@](C)(C(=O)OC)[C@H]2C(=O)N(C)C(=O)[C@@H]12)C(=O)Nc1ccc(F)cc1 do in these assays?
STK33 inh: -0.3

What do the screens show for `Cc1noc(C)c1C(=O)Nc1ccccc1N1CCOCC1`?
STK33 inh: 0.2

How did Cc1onc(-c2ccccc2)c1C(=O)N(C)CC(=O)Nc1ccc(F)c(F)c1F do in these assays?
STK33 inh: -2.2

What do the screens show for `Cc1cc(S(=O)(=O)Nc2nc(CN3CCOCC3)nc3sc4c(c23)CCC4)ccc1F`?
STK33 inh: -1.1

Results for O=C(CCOc1ccccc1)NNC(=O)c1ccccc1 ?
STK33 inh: 0.1

How did O=C(CCNC(=O)c1ccc(Br)cc1)NCCCN1CCOCC1 do in these assays?
STK33 inh: 0.3

How did CC(OC(=O)Cc1c[nH]c2ccccc12)C(=O)c1ccccc1 (configuration not stated) do in these assays?
STK33 inh: -0.8

Results for COc1ccccc1CCC(=O)Nc1ccc(OC)c(S(=O)(=O)N2CCOCC2)c1 ?
STK33 inh: 0.5

What do the screens show for `COCCn1c(SCc2ccc(C(=O)OC)o2)nc2ccccc2c1=O`?
STK33 inh: -0.3

What do the screens show for `CCCn1nc(C(=O)NC2CCCCCC2)c2ccccc2c1=O`?
STK33 inh: -0.2

How did CNc1nnc(SCC(=O)N2c3ccccc3NC(=O)CC2C)s1 (configuration not stated) do in these assays?
STK33 inh: -0.2

How did C[C@@H]1CN([C@@H](C)CO)C(=O)c2cccc(NC(=O)Nc3ccc4c(c3)OCO4)c2O[C@H]1CN(C)S(=O)(=O)c1cn(C)cn1 do in these assays?
STK33 inh: 0.4

How did CC1(C)C(=O)Nc2ccccc2N1C(=O)COC(=O)c1cccs1 do in these assays?
STK33 inh: -0.7

Results for COc1ccc(NC(=O)N(C)C[C@H]2Oc3c(NS(=O)(=O)c4cccs4)cccc3C(=O)N([C@H](C)CO)C[C@@H]2C)cc1 ?
STK33 inh: 4.6

How did CCOc1cc(C(=O)OC(C(=O)NC(=O)NC)c2ccccc2)ccc1OCC(=O)N1CCOCC1 (configuration not stated) do in these assays?
STK33 inh: 0.5

Results for CCCS(=O)(=O)N1CCC(C(=O)NCCCN(CC)c2cccc(C)c2)CC1 ?
STK33 inh: -3.7

How did Cc1onc(-c2ccccc2)c1C(=O)Nc1ccc(Cl)c(S(=O)(=O)N2CCOCC2)c1 do in these assays?
STK33 inh: -1.2

What do the screens show for `CCOc1ccccc1NC(=O)COC(=O)CN1C(=O)NC(C)(C)C1=O`?
STK33 inh: 0.9

Overlap with the part before: four entries, followed by the next part.
How did CCOc1cc(C(=O)OC(C(=O)NC(=O)NC)c2ccccc2)ccc1OCC(=O)N1CCOCC1 (configuration not stated) do in these assays?
STK33 inh: 0.5

Results for CCCS(=O)(=O)N1CCC(C(=O)NCCCN(CC)c2cccc(C)c2)CC1 ?
STK33 inh: -3.7

How did Cc1onc(-c2ccccc2)c1C(=O)Nc1ccc(Cl)c(S(=O)(=O)N2CCOCC2)c1 do in these assays?
STK33 inh: -1.2

What do the screens show for `CCOc1ccccc1NC(=O)COC(=O)CN1C(=O)NC(C)(C)C1=O`?
STK33 inh: 0.9

What do the screens show for `COc1ccc(OC)c(NC(=O)COC(=O)CCS(=O)(=O)c2ccc(Cl)cc2)c1`?
STK33 inh: 0.1

What do the screens show for `CCOC(=O)c1ccoc1CN1CCN(S(=O)(=O)c2ccc(C)c(C)c2)CC1`?
STK33 inh: -2.9

Results for CCOc1ccc(NC(=O)CN(C)C(=O)c2ccc(COc3ccccc3)cc2)cc1OCC ?
STK33 inh: 2.0

Results for COc1cccc(Nc2nc(Nc3ccc(Cl)c(C(=O)O)c3)nc(C)c2[N+](=O)[O-])c1 ?
STK33 inh: 2.0

How did CCn1nccc1C(=O)Nc1nccs1 do in these assays?
STK33 inh: 2.9

How did CC(C)Oc1ccc(S(=O)(=O)N2CCCCC2)cc1NC(=O)C1CCCC1 do in these assays?
STK33 inh: 0.4

What do the screens show for `CC(C)N(C(=O)CSc1ccc(S(=O)(=O)N2CCCCC2)cn1)C(C)C`?
STK33 inh: -0.1

What do the screens show for `Fc1ccc2cc(-c3ccccc3F)ncc2c1`?
STK33 inh: 0.6

How did CCOC(=O)[C@H]1[C@H]2COc3ccccc3[C@@H]2N2C(=O)c3cc(F)ccc3NC(=O)[C@@]12C do in these assays?
STK33 inh: 6.5

How did CCCN(C(=O)CSc1nc(C2CC2)n(-c2ccccc2)n1)C1CCS(=O)(=O)C1 (configuration not stated) do in these assays?
STK33 inh: 0.1

What do the screens show for `Cc1c(N)cccc1N`?
STK33 inh: 0.5

What do the screens show for `O=S(=O)(c1ccc2c(c1)OCCO2)N1CCCN(S(=O)(=O)c2c(F)cccc2F)CC1`?
STK33 inh: -1.5
